# Screening data (PubChem BioAssay)
# KCNH2 WT inh: inhibitors of human wildtype KCNH2 potassium channel. 0.37% of 340,000 active. activity change, % at 1.84 µM. AID 720551. U2OS, BacMam KCNH2, thallium flux FluxOr; active compounds read low;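 active = maximum activity change below -70%; inconclusive = maximum activity change between -70% and -50%; inactive = maximum activity change above -50%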; note: % is set by controls: 0 for no effect and ±100 for the full control effect
#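 U2OS cells were transduced with wild-type KCNH2 virus (2.03 x 10^8 / mL) for 4 h at room temperature, then cultured overnight at 37 C. Thallium flux was read with FluxOr dye. Rate constants were normalized to DMSO controls.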
# TSHR antagonist: blocks TSH signaling through the human TSH receptor | TSHR-expressing cells, TSH-stimulated cAMP HTRF, 2 h; active compounds read low | P16473 | AID 504810 | 0.2% of 330,000 active | activity change, negative = inhibition, % at 11.5 µM;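 active = activity change below a set negative limit, meaning inhibition stronger than a set level, cut at about -70% in these data; inconclusive = activity change between two set negative limits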; note: % is set by controls: 0 for no effect and ±100 for the full control effect
#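 Read-out is FRET at 665 nm (cryptate excitation 337 nm) from a cryptate-tagged anti-cAMP antibody, competed by cell cAMP against cAMP-d2. Compounds are tested on freshly harvested TSHR cells challenged with 4nM TSH (EC80) for 2 hours at 37 deg C.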
# A-T KAP1 phos: potential ataxia-telangiectasia treatments restoring KAP-1 phosphorylation | […] A-T fibroblasts, KAP-1 phosphorylation AlphaLISA; neocarzinostatin DNA damage 30 min before lysis | Potency, µM (titrated, usually from 57.5 µM), for inactives: top-dose activation, usual class: activators | 0.19% of 320,000 active; note: potency is the fitted concentration of half-maximal effect; % of control where 0% means no effect; nearly all actives have a fitted effect of over 45% in size
#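 ATM-like activity read as KAP-1 phosphorylation via AlphaLISA donor/acceptor antibody pairs after lysis and 6 hr at 25C. Cells were ATM-null patient fibroblasts ([…], hTERT), dosed 60 min, then exposed to the DSB inducer NCS for 30 min.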
# TCR act: activates T cell receptor signaling; Potency, µM (doses to about 9.22 µM), for inactives: top-dose activation of IL-2 secretion, most hits filed as activators; 330,000 tested, under 10 active; primary human leukocytes, anti-CD3, IL-2 HTRF, 48 h; note: % of control where 0% means no effect
#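 IL-2 release read by HTRF sandwich (Eu cryptate donor, d2 acceptor, 665 nm emission) after 48 hr exposure of primary human leukocytes to compound together with anti-CD3 beads in the absence of co-stimulatory signals.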
# Tb PFK inh: blocks T. brucei phosphofructokinase | T. brucei PFK, ADP-Glo luminescence | Potency, µM (top dose mostly 57.5 µM), without a hit: at the highest dose activity, negative = inhibition, actives largely listed as inhibitors | 0.17% of 330,000 active;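 note: potency is the fitted concentration of half-maximal effect; 0% = uninhibited 1x PFK enzyme wells and -100% = no-enzyme wells; nearly all actives have a fitted effect of over 60% in size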
# Target sequence (O15648 whole entry, looked up): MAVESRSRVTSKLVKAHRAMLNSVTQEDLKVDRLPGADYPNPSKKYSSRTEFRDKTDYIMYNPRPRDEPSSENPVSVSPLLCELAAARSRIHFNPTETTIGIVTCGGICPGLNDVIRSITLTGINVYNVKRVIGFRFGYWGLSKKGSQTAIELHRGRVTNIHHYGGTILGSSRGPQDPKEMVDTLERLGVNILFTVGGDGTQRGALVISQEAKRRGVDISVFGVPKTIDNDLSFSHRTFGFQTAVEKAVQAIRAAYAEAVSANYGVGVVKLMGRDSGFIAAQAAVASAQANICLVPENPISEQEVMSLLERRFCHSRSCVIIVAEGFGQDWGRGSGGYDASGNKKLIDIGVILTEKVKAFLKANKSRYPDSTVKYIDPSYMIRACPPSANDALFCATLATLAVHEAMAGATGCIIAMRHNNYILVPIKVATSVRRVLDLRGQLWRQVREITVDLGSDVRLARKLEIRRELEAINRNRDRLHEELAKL
#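 Compounds were pin-transferred as a titration series up to 57 uM into substrate buffer (0.5 mM F6P, 0.1 mM ATP, pH 8.0), then 1.25 nM PFK was added and reactions ran 45 min before ADP-Glo detection.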
# Coupling enz: coupling enzyme interference in Giardia aldolase counter-screen; 0.67% of 290,000 active; activity change, negative = inhibition, % at 58.2 µM, hits read low; coupling enzyme system counterscreen, AmpLite Red fluorescence; in the data active = activity change below about -30%; note: % is set by controls: 0 for no effect and ±100 for the full control effect
#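 Counterscreen lacking aldolase: glyceraldehyde-3-phosphate coupling-enzyme reagent preincubated 10 min at RT with compound (at 57.5 uM final), then substrate/coupling system with AmpLite Red added; fluorescence read at 525/598 nm after 20 min RT.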
# GALK inhibitor: blocks human galactokinase activity. 0.007% of 270,000 active. Potency, µM (top dose mostly 57.5 µM), without a hit: at the highest dose activity change, negative = inhibition, actives largely listed as inhibitors. Purified GALK, Kinase-Glo residual ATP luminescence. P51570. AID 1868; note: potency is the fitted concentration of half-maximal effect; % is set by controls: 0 for no effect and ±100 for the full control effect
# Target sequence (P51570 whole entry, looked up): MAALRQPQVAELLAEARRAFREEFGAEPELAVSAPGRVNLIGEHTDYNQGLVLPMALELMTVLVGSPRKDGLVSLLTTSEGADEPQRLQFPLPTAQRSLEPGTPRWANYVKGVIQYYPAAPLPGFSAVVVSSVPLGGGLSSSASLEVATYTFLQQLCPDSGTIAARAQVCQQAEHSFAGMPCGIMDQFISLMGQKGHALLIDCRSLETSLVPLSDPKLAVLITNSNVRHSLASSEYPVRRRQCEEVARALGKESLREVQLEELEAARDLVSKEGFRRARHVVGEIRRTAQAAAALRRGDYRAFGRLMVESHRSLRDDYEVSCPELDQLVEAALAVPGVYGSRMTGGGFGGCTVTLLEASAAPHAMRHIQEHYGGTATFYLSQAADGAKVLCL
#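 Compounds were pin-transferred into ATP buffer (35 uM final), then GALK plus galactose (5 nM, 100 uM final) was added. After 1 h at room temperature, Kinase-Glo Plus was added and luminescence read after 10 min.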
# CXXC DNA block: MLL CXXC-DNA interaction inhibition; MLL-CXXC / FITC-HOXA9 DNA fluorescence polarization; Potency, µM (doses to about 115 µM), for inactives: top-dose activity change, negative = inhibition, hits mostly inhibitors; 0.037% of 290,000 active; active = well fitted inhibition curve with a large enough effect in the polarisation, with a control signal flat, not every such curve was filed as active; inconclusive = small, poorly fitted or top-dose-only effect, or effect the other way, or a change in a side signal; inactive = no such curve, though single readings can be large or run the other way; the % refers to the polarisation; note: potency is the fitted concentration of half-maximal effect
#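 Fluorescence polarization: 7 uM MLL-CXXC (stock) preincubated 5 min with compounds, then 50 nM fluorescein-HOX-A9 DNA (stock) added; 30 min ambient. Buffer 50 mM Tris-HCl pH 7.5, 50 mM NaCl, 1 mM DTT, 0.05% BSA.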
# BCR signal inh: blocks chronic active B-cell receptor signaling | ABC-DLBCL IkBa-CBG/CBR reporter, luminescence ratio, 4 h | Potency, µM (highest dose often 46.1 µM), without a hit: at the highest dose ratio change, negative = lower green/red ratio, hits mostly inhibitors | 0.05% of 340,000 active; active = well fitted inhibition curve with a large enough effect in the signal ratio, with a control signal flat, not every such curve was filed as active; inconclusive = small, poorly fitted or top-dose-only effect, or effect the other way, or a change in a side signal; the % refers to the signal ratio;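 note: potency is the fitted concentration of half-maximal effect; plate controls were basal doxycycline-induced cells for no effect and cells given 10 µM MG132 for full effect; MG132 reads +100%, hits lower the ratio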
#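 Doxycycline induced both beetle luciferases in TMD8 lymphoma cells; IKK-driven degradation limits the IkappaBalpha-fused green signal, while red luminescence normalises for cell number and nonspecific effects. Compounds tested up to 46 uM, 4 hrs.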
# Giardia killer: kills Giardia lamblia | Giardia lamblia trophozoite viability | 0.15% of 340,000 active | activity change, % at 7.66 µM, hits read low; in the data active = activity change below about -80%; inconclusive = between about -30% and that limit;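 note: parasites exposed to compound for two days anaerobically before the ATP read; % is set by controls: 0 for no effect and ±100 for the full control effect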
#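 Trophozoite viability was measured as ATP-dependent luminescence, read 15-30 min after reagent addition. Before that, parasites at 100 cells/well were exposed to compounds for 48 h, anaerobically, at 37 deg C.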
# The depositor's hits bear a star; ? = inconclusive; . = no result given; [ ] = another dose, or the depositor's remark. Unless noted, calls come from the whole dose curve; as a rule, active = well fitted curve in the direction sought with a large enough effect; inconclusive = small, poorly fitted or top-dose-only effect, or another doubt; inactive = no such curve, though single readings can be large; an effect the other way counts as inactive or inconclusive.
# A first look:
SMILES,KCNH2 WT inh,TSHR antagonist,A-T KAP1 phos,TCR act,Tb PFK inh,Coupling enz,GALK inhibitor,CXXC DNA block,BCR signal inh,Giardia killer
CCCCOC(=O)c1ccc(NC(=O)C(=O)NCc2ccco2)cc1,2,-9,-2%,1%,0%,0,-1%,6%,?,11
O=C(CN1CCOCC1)Nc1ccc(Cl)c(Cl)c1,-2,5,1%,5%,-1%,2,-3%,-11%,?,7

# Results, repeating the preview:
SMILES,KCNH2 WT inh,TSHR antagonist,A-T KAP1 phos,TCR act,Tb PFK inh,Coupling enz,GALK inhibitor,CXXC DNA block,BCR signal inh,Giardia killer
CCCCOC(=O)c1ccc(NC(=O)C(=O)NCc2ccco2)cc1,2,-9,-2%,1%,0%,0,-1%,6%,?,11
O=C(CN1CCOCC1)Nc1ccc(Cl)c(Cl)c1,-2,5,1%,5%,-1%,2,-3%,-11%,?,7
COc1ccc(CN2C(=O)C(C)S/C2=N/N=C/c2ccco2)cc1 (stereo not drawn),-3,3,6%,14%,1%,-1,1%,1%,-13%,-9
FC(F)(F)c1cnc(-n2cc[nH]c2=S)c(Cl)c1,-3,-2,.,0%,-5%,-6,0%,5%,-1%,0
O=C(N/N=C/c1cccc([N+](=O)[O-])c1O)c1cccs1,7,-1,-7%,-3%[46.1 µM],6%,2,0%,11%,?,-11
COc1cccc(CN2CCNC(=O)C2CC(=O)N(C)CCC2CCOCC2)c1OC (stereo not drawn),-3,14,8%,4%,3%,.,-8%,18%,?,8
CN(CC(=O)O/N=C(\N)c1cccc([N+](=O)[O-])c1)S(=O)(=O)c1ccccc1,-6,9,-1%,-3%,-9%,0,-2%,8%,?,20
Cc1cccc(NC2=C(C#N)C(=O)NC3(CCCC3)S2)c1,-2,3,-8%,1%,1%,4,-5%,-5%,?,-13
COc1cccc(CN(C)CC(=O)Nc2cccc(S(N)(=O)=O)c2)c1OC,19,-2,8%,2%[46.1 µM],-5%,-2,-3%,7%,-4%,9
Cn1c(CC(=O)NNC(=O)c2cncc(Br)c2)nc2ccccc21,-1,-3,-2%,7%,0%,.,.,.,-1%,21
CCC(=O)N1N=C(c2ccccc2)CC1c1ccc([N+](=O)[O-])cc1 (stereo not drawn),5,16,-11%,-14%[46.1 µM],-1%,1,2%,1%,5%,11
O=C(CCc1n[nH]c(=O)[nH]c1=O)Nc1cccc([N+](=O)[O-])c1,-10,-8,2%,-4%,2%,0,0%,-2%,-3%,-5
CCOC(=O)C1(CCOC)CCN(C(C)CCc2ccc(OC)cc2)CC1 (stereo not drawn),28,-3,4%[11.5 µM],4%,2%,1,4%,-2%,-8%,15
CC(C)(C)c1ccc(C(=O)N2CCNC(=O)C2CC(=O)Nc2ccc(F)cc2)cc1 (stereo not drawn),-7,11,4%,2%,0%,.,8%,-6%,-11%,45[activator]
CC1CCC(NC(=O)CNC(=O)c2ccc3ccccc3c2)CC1 (stereo not drawn),9,17,7%,0%,0%,.,.,.,-17%,4
COC(=O)[C@H](Cc1ccccc1)NC(=O)NCCc1ccc(S(N)(=O)=O)cc1,9,2,1%,0%,2%,3,7%,4%,-1%,1
C/C(=N\NC(=S)Nc1ccc(F)cc1)c1ccc2c(c1)OCCO2,-9,-14,3%,-9%[46.1 µM],1%,-4,0%,-1%,-8%,-6
Cc1ccc(NC(=S)/N=C(\N)Nc2nc(C)c3cc(C)ccc3n2)c(C)c1,5,-4,-11%,-6%[46.1 µM],5%,4,-1%,12%,?,3
Cc1c(NC(=O)Nc2ccc(C(C)(C)C)cc2)c(=O)n(-c2ccccc2)n1C,1,4,13%,-1%,-5%,9,2%,-9%,0%,-3
CCOC(=O)CSc1nnc(Cc2ccc(OC)cc2)n1-c1ccccc1,8,3,4%,-4%,-7%,1,-1%,2%,17%,-4
CCCc1c(CC)c(=N)c2ccccc2n1C,3,19,-1%,.,-7%,12,0%,0%,12%,1
CCN(C(=O)CSc1ncn[nH]1)C1CCCCC1,7,-4,.,5%,1%,2,3%,13%,-6%,-11
CCOC(=O)c1cnc(SC)nc1Oc1cccc(NC(=O)c2ccc(C)cc2)c1,1,48,.,3%,1%,2,0%,1%,1%,6
CCc1ccccc1N1C(=O)C2CC(C)=C(C)CC2C1=O (stereo not drawn),-3,-14,6%,-12%,-1%,-1,-2%,-2%,3%,2
Cc1cc(C(=O)OCCN2C(=O)c3ccccc3C2=O)c2ccccc2n1,5,-8,-5%,3%,2%,-1,-2%,3%,-4%,5
Cc1ccc(SC(=O)c2c([N+](=O)[O-])c(C)nn2C)cc1,0,11,11%,2%,0%,-13,.,-8%,?,-11
CC1CN(C(=O)CNC(=O)Cc2cccc3ccccc23)CC(C)O1 (stereo not drawn),3,10,-8%,-4%,-3%,.,.,.,-19%,3
CC1CCCCN1Cc1nc2ccccc2c(=O)[nH]1 (stereo not drawn),0,3,0%,0%,-1%,0,2%,2%,-11%,5
O=C(Nc1ccc(Cl)c([N+](=O)[O-])c1)c1ccco1,8,-6,-1%,0%,-7%,0,4%,-2%,-1%,19
CCOc1ccc2nc(COC(=O)c3cccs3)c(C(=O)c3ccccc3)[n+]([O-])c2c1,-1,10,2%,-2%[46.1 µM],0%,2,0%,10%,11%,-17
COc1ccccc1CCNC(=O)CCn1c(=O)oc2ccccc21,6,1,7%,0%,4%,-3,-1%,4%,-3%,-9
CC(=O)Nc1ccc2nc(NC(=O)c3ccco3)sc2c1,11,-11,0%,.,0%,0,2%,-7%,?,-15
Cc1ccccc1OCC(=O)OCn1nnc2ccccc2c1=O,-4,9,-9%,-1%,-2%,7,.,?,-3%,-14
Cc1nnc(SCC(=O)NC(C)(C)C)n1C1CCCCC1,15,11,2%,2%[46.1 µM],-5%,-2,1%,-2%,4%,14
COc1cccc(C(C(=O)NC2CCCC2)N(C(=O)c2ccco2)c2ccccc2)c1OC (stereo not drawn),-3,-10,-4%,-5%,0%,-2,-3%,0%,?,-4
COc1ccc(-n2c(C)cc(C(=O)CSc3nnc(-c4ccoc4C)n3C)c2C)cc1,9,-19,0%,-1%,-4%,-19,3%,7%,-1%,13
CC(C)n1c(SCC(=O)Nc2ccccc2N2CCCCC2)nc2c1c(=O)n(C)c(=O)n2C,-4,12,1%,.,1%,1,-2%,1%,-3%,-7
Cc1c(OCC(=O)NCCN2CCOCC2)ccc2c3c(c(=O)oc12)CCC3,0,11,3%,5%,5%,0,5%,-13%,?,11
CCOC(=O)c1c(NC(=O)CN2CCOCC2)sc2c1CC(C)(C)OC2,1,9,-2%,.,-1%,-5,0%,-10%,-5%,-14
CCOc1ccc(CC(=O)NC2CCN(Cc3ccccc3)CC2)cc1,1,32,2%,2%,0%,2,-6%,5%,0%,16
CCN(Cc1nc2cc(Cl)ccc2c(=O)[nH]1)C(=O)COc1ccccc1Cc1ccccc1,-3,7,2%,2%,18%,.,.,.,-2%,-16
O=C(c1cn[nH]c1)c1cc(F)ccc1O,1,-6,.,-2%,-5%,1,3%,14%,1%,-8
Cn1c(=O)c2c(-c3ccccc3)n(C3CCCCC3)cc2n(C)c1=O,-3,-7,-4%,-3%,1%,0,3%,-3%,4%,-9
CCCn1c(SCC(=O)NNC(=O)c2ccc(C)cc2)nnc1C(C)C,0,.,8%,3%,-2%,5,1%,?,0%,6
CCOC(=O)N1CCN(C(=O)c2ccc3nc(-c4ccccc4)c(-c4ccccc4)nc3c2)CC1,0,5,9%,-1%,2%,.,6%,-10%,2%,-19
Cc1ccc(C2=[N+]([O-])C3(CCCCC/C3=N\NC(N)=S)N(O)C2(C)C)o1 (stereo not drawn),.,-10,.,.,7%,2,3%,-7%,3%,.
Cc1ccccc1OCC(=O)Nc1cnn(CCCC(=O)O)c1,-9,-11,-2%,0%,4%,1,2%,19%,?,3
O=C(COC(=O)c1cc[n+]([O-])cc1)Nc1ccccc1Cl,-1,-9,-2%,23%,7%,2,-3%,30%[activator],-7%,-1
O=C(OCC(=O)N1CCCC1)c1cc([N+](=O)[O-])ccc1Cl,-6,-9,-4%,-2%,6%,1,1%,-6%,9%,-7
CCS(=O)(=O)c1ccc2c(c1)NC(=O)C(CCO)O2 (stereo not drawn),4,13,6%,.,1%,-1,3%,4%,1%,6
CCOC(=O)CSc1n[nH]c(-c2cccnc2)n1,17,4,3%,5%,2%,-3,1%,0%,7%,-20
COc1cccc(/C=N/NC(=O)CNC(=O)c2cccs2)c1O,-4,5,-14%,-2%,-7%,1,-1%,-8%,-11%,-2
COc1ccc(/C=C/c2ccncc2)c2ccccc12,-9,.,.,-5%,.,0,2%,-6%,.,-11
Cc1cc(C(=O)Nc2c(C)n(C)n(-c3ccccc3)c2=O)cs1,9,6,7%,.,13%,0,2%,-1%,?,3
CSc1ccc(CNC(C)(C)CO)cc1,0,9,4%,3%,-21%,0,3%,1%,0%,8
